# Assay outcomes as filed in PubChem BioAssay.
# Nrf2 activator: activates Nrf2 signaling | AREc32 ARE-luciferase reporter (MCF7-derived line), luminescence, 24 h | Potency, µM (titrated, usually from 46.1 µM), for inactives: at the highest dose activation, actives largely listed as activators | 410,000 tested, 0.31% active | AID 624171; also: potency is read from the fitted curve at half-maximal effect; % of control where 0% means no effect; nearly all actives have a fitted effect of over 65% in size
#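 Cells of the AREc32 ARE-luciferase line are plated in OPTI-MEM containing 5% FBS and left overnight at 37 deg C. Compounds are pinned in, incubation continues 24 hr, and firefly luciferase signal is then measured.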
# TGFb inhibitor: inhibitors of TGF-b signaling | HepG2 CAGA-GFP TGF-b/SMAD3 reporter, GFP fluorescence, 18 h; TGF-beta stimulated, 500 pg/mL final | Potency, µM (top dose mostly 46.1 µM), without a hit: top-dose activity, negative = inhibition, hits mostly inhibitors | 410,000 tested, 1.2% active; also: potency is read from the fitted curve at half-maximal effect; % is scaled to controls: 0 for no effect and ±100 for the full control effect; nearly all actives have a fitted effect of over 65% in size
#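 Inhibition of TGF-beta-driven CAGA-GFP reporter expression in HEPG2 cells is measured by cellular GFP fluorescence after 18 h stimulation with 500 pg/mL recombinant TGF-beta in 1% FBS medium at 37 degrees C.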
# A549 tox: counter-screen for Nrf2 inhibitors: cytotoxicity in A549 cells | A549 ARE-Fluc cells, CellTiter-Fluor viability, 18-24 h | Potency, µM (top dose mostly 46 µM), without a hit: at the top dose activity change, negative = cytotoxicity, hits mostly inhibitors | 390,000 tested, 0.16% active; also: potency is read from the fitted curve at half-maximal effect; % is scaled to controls: 0 for no effect and ±100 for the full control effect
#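 A549 ARE-Fluc cells in 5% FBS OPTI-MEM, 5000 cells/well, rested 2 h then exposed to compounds in concentration-response for 18-24 h at 37 °C. Viability by CellTiter-Fluor fluorescence (Ex 405/Em 525) after 30 min; luciferase luminescence (BugLite, 15 min, RT) read afterwards.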
# IL-2 act: activates IL-2 in a cell-based reporter assay; IL-2 activation reporter assay, cell-based qHTS; stimulated with anti-CD3/CD4/CD28 beads; in transgenic mouse T cells; activation, % (series mostly up to about 46 µM); 360,000 tested, 0.065% active; in the data active = activation above about 50%; inconclusive = mostly about 30% to 49%; also: 0% is about no effect
#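 Readout: EGFP and DsRed signals by fluorescent plate cytometry. Unstimulated transgenic mouse T cells received compound 60 min before antibody-bead stimulation, then incubated 18 h at 37 degrees C.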
# ATXN viability: reduces viability in counter-screen for ATXN expression inhibitors; S2 cells (HEK-293 line with an ATXN2-luciferase reporter) viability, CellTiter-Fluor protease fluorescence, 24 h; Potency, µM (titrated, usually from 56.7 µM), actives largely listed as cytotoxic; 400,000 tested, 0.49% active; also: potency is read from the fitted curve at half-maximal effect; nearly all actives have a fitted effect of over 40% in size
# Nrf2 inh: Nrf2 pathway inhibition. A549 ARE-Fluc reporter, luciferase luminescence, 18-24 h. 360,000 tested, 2.1% active. AID 504444. Potency, µM (doses to about 46 µM), inactives show at the top dose activity change, negative = inhibition, usual class: inhibitors; also: potency is read from the fitted curve at half-maximal effect; % is scaled to controls: 0 for no effect and ±100 for the full control effect; nearly all actives have a fitted effect of over 60% in size
#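 Two sequential reads on A549 ARE_Fluc cells exposed to compound for 18-24 h: a CellTiter-Fluor fluorescence read for viability, then a luciferase luminescence read for Nrf2/ARE activity.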
# EPAC2 ag: EPAC2 (human) agonism. Q8WZA2. EPAC2 activation, biochemical qHTS; response scale: 100% = 6.5 mM cAMP response. Potency, µM (titrated, usually from 154 µM), for the others: at the top dose activation, usual class: activators. 360,000 tested, 0.079% active. AID 720711; also: potency is read from the fitted curve at half-maximal effect; nearly all actives have a fitted effect of over 50% in size
# Target sequence (Q8WZA2 whole entry, looked up): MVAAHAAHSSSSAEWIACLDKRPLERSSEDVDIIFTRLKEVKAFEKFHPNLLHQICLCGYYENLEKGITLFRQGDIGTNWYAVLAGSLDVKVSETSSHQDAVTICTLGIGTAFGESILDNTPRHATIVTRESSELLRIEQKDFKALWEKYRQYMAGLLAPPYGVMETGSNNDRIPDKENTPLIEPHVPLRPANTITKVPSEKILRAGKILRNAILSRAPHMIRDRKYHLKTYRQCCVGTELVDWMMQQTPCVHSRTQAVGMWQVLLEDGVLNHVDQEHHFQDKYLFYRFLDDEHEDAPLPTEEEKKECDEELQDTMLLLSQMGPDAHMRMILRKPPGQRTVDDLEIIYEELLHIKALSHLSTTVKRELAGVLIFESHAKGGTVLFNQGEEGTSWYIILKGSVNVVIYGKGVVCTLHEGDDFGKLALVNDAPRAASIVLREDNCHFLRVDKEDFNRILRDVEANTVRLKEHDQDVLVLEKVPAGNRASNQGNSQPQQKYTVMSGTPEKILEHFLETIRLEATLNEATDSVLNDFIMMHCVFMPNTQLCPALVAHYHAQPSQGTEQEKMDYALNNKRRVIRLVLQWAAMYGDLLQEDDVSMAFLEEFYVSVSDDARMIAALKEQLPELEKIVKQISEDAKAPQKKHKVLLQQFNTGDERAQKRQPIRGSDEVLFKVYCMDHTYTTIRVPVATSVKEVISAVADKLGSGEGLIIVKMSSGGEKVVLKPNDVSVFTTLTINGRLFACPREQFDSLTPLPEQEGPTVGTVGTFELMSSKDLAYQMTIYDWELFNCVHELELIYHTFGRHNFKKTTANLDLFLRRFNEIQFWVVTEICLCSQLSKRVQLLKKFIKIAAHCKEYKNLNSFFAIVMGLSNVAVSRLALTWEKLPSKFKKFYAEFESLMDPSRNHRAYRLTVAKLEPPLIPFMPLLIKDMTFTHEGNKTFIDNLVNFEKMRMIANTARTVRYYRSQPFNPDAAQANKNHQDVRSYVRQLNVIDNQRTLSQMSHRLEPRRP
#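 Setup: EPAC2 100 nM, labeled Rap1B complex 250 nM, free GDP 50 uM. Compound titrations pinned in, brief spin, 5 min room temperature incubation. Kinetic fluorescence read over 30 min, normalized to 6.5 mM cAMP.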
# HepG2 viability: kills HepG2 cells in TGF-b inhibitor counter-screen | HepG2 CAGA-GFP viability, ATP luminescence, 18 h | Potency, µM (series often up to 46.1 µM), without a hit: at the top dose activity change, negative = cytotoxicity, most hits filed as cytotoxic | 410,000 tested, 0.76% active; also: potency is read from the fitted curve at half-maximal effect; some results filed as inactive show a strong effect at the top dose
#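 HepG2 CAGA-GFP cells (1000/well, DMEM with 1% FBS) received compound, then TGF-beta at 500 pg/mL final, and were incubated 18 hours at 37 degrees C. Viability was read by CellTiter-Glo luminescence. Media-only wells were set as complete cell-killing and DMSO as no toxicity.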
# ATXN2 expr inh: inhibitors of ATXN2 expression; 360,000 tested, 0.72% active; AID 1745845; Potency, µM (top dose mostly 57 µM), for inactives: at the highest dose activity change, negative = inhibition, usual class: inhibitors; HEK-293 ATXN2-luciferase reporter, luminescence, 24 h; also: potency is read from the fitted curve at half-maximal effect; % is scaled to controls: 0 for no effect and ±100 for the full control effect; nearly all actives have a fitted effect of over 55% in size
#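 ATXN2-luciferase reporter cells (luciferase flanked by upstream and downstream ATXN2 gene portions) were treated 24 h at 37 °C with compounds at up to 57 uM. SteadyGlo luminescence gave expression; GF-AFC fluorescence gave viability.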
# Active calls of the source: *; i = inactive; ? = inconclusive; . = not tested or not shown; [ ] = dose if it differs, or a comment. Unless noted, calls follow the shape of the dose curve; as a rule, active = well fitted curve in the direction sought with a large enough effect; inconclusive = small, poorly fitted or top-dose-only effect, or another doubt; inactive = no such curve, though single readings can be large; an effect the other way counts as inactive or inconclusive.
SMILES,Nrf2 activator,TGFb inhibitor,A549 tox,IL-2 act,ATXN viability,Nrf2 inh,EPAC2 ag,HepG2 viability,ATXN2 expr inh
CC1(C)CC(NC(=O)c2cccc(S(=O)(=O)N(Cc3ccccc3)c3ccccc3)c2)CC(C)(C)N1,3.6%,?,-4%,-1.3,?,11%,2%,14µM*,?
CCc1nnc(NCn2nc(C)cc2C)s1,0.1%,-3%,0%,2.0,i,6%,-5%,1%,6%
COc1ccc(-n2cc(-c3ccc4c(c3)OCO4)n(CC(=O)Nc3cccc(C)c3C)c2=O)c(OC)c1,-1.5%,?,?,.,i,13µM*,.,-26%,5%
CSc1nnc(N2C(=O)C(O)=C(C(=O)c3ccco3)C2c2ccccc2F)s1 (configuration not stated),14µM*,-3%,-7%,2.7,i,15%,-3%,-3%,37%
O=C(CN1C(=O)COc2ccc(Cl)cc21)Nc1ccc2c(c1)OCCO2,0.0%,7%,14%,4.2,i,-21%,9%,-22%,0%
COc1ccc(C2=C(C)C(=O)N(Cc3ccc(C(=O)NCc4ccccc4C)cc3)S2(=O)=O)cc1,-0.3%,0%,0%,.,i,?,.,1%,-8%
O=C(c1ccc(Cl)cc1)N1CCN=C1c1ccccc1,0.3%,0%,-11%,-0.6,i,2%,9%,-1%,-16%
CCN(CC)CCNC(=O)c1c(C)oc2cc(Br)c(OC)cc12,3.0%,16%,.,-1.2,i,-14%,-2%,-46%,-10%
Cc1ccc(S(=O)(=O)NC(C)C(=O)NC(C)c2cccs2)cc1 (configuration not stated),-0.3%,-3%,1%,-1.5,i,-11%,20%,-31%,-9%
Cc1ccccc1NCCNc1ccccc1C,-0.2%,-17%,7%,-0.1,i,-1%,18%,0%,4%
O=C(O)CSc1nnc(COc2ccc(Br)cc2)n1-c1ccccc1,-0.1%,15%,1%,4.0,i,6%,6%,0%,21%
Oc1c(C=Nc2ccccc2)sc2ccccc12,14µM*,-3%,-4%,-0.8,?,?,8%,-5%,112%[activator]
O=C(Nc1nc(-c2ccccc2)cs1)c1ccco1,14µM*,-24%,1%,1.1,i,15%,12%,-23%,36%
CC(=O)Nc1ccc(NC(=O)C2CCCN(S(=O)(=O)c3ccc4c(c3)CCCC(=O)N4)C2)cc1 (configuration not stated),-1.5%,19%,-2%,.,i,29%,.,3%,13%
CSCCC(NC(=O)c1ccccc1Cl)C(=O)N1CCCCCCC1 (configuration not stated),-1.3%,6%,-1%,0.1,?,-22%,0%,4%,-4%
Cc1ccc(C2(C)NC(=O)N(CC(=O)Nc3ccc4c(c3)CCC4)C2=O)cc1 (configuration not stated),2.2%,-19%,-13%,2.1,i,-17%,8%,-8%,-1%
C#CCOCCOCCOCCNc1nc(N2CCN(C(=O)[C@H]([C@@H](C)O)n3cc(CCCCN)nn3)CC2)nc(N2CCN(C(=O)[C@H]([C@@H](C)CC)n3cc(CCCCN)nn3)CC2)n1,0.1%,6%,-1%,-0.5,i,12%,1%,11%,4%
CS(=O)(=O)N(CC(N)=O)c1ccc(F)c(Cl)c1,-0.4%,11%,3%,0.1,i,6%,11%,-3%,2%
COCCn1nnnc1CN(CCc1ccc(OC)c(OC)c1)Cc1cc2ccc(C)cc2[nH]c1=O,5.4%,?,-14%,-0.6,i,12%,-2%,-5%,1%
CC(=O)NC(c1cccc(F)c1)c1nc(-c2cccs2)cs1 (configuration not stated),4.6%,-11%,.,-0.5,i,.,13%,-14%,-7%
COc1ccc(CCN(C)C(=O)C2CCN(Cc3ccc(C)cc3)CC2)cc1OC,0.0%,6%,1%,1.2,i,6%,-3%,0%,-13%
CCOC(=O)N1CCN(C(=O)Cn2ncn3nc(-c4cccs4)cc3c2=O)CC1,-0.4%,-23%,-8%,-0.3,i,7%,-9%,4%,-1%
Nc1nnnn1/N=C/c1cccc(OCc2ccccc2Cl)c1,1.9%,-7%,-14%,-2.3,i,?,-2%,-21%,-19%
COc1ccc(C(=O)Nc2ccc(OC)c([N+](=O)[O-])c2)cc1Br,0.0%,-2%,-26%,-3.6,?,21µM*,4%,-18%,.
CC1(C)CC(=O)c2cc(O)ccc2O1,-0.9%,-10%,1%,-5.3,i,5%,2%,0%,8%

# Whole records, looked up by structure.
# Results for `CCOC(=O)N1CCN(C(=O)Cn2ncn3nc(-c4cccs4)cc3c2=O)CC1` = Nrf2 activator: -0.4%; TGFb inhibitor: -23%; A549 tox: -8%; IL-2 act: -0.3; ATXN viability: i; Nrf2 inh: 7%; EPAC2 ag: -9%; HepG2 viability: 4%; ATXN2 expr inh: -1%
# Results for `CC(=O)NC(c1cccc(F)c1)c1nc(-c2cccs2)cs1` (configuration not stated) = Nrf2 activator: 4.6%; TGFb inhibitor: -11%; A549 tox: .; IL-2 act: -0.5; ATXN viability: i; Nrf2 inh: .; EPAC2 ag: 13%; HepG2 viability: -14%; ATXN2 expr inh: -7%

# Ordered by heavy-atom count (low to high): 9 of the compounds above
SMILES,Nrf2 activator,TGFb inhibitor,A549 tox,IL-2 act,ATXN viability,Nrf2 inh,EPAC2 ag,HepG2 viability,ATXN2 expr inh
CC1(C)CC(=O)c2cc(O)ccc2O1,-0.9%,-10%,1%,-5.3,i,5%,2%,0%,8%
CS(=O)(=O)N(CC(N)=O)c1ccc(F)c(Cl)c1,-0.4%,11%,3%,0.1,i,6%,11%,-3%,2%
CCN(CC)CCNC(=O)c1c(C)oc2cc(Br)c(OC)cc12,3.0%,16%,.,-1.2,i,-14%,-2%,-46%,-10%
CSCCC(NC(=O)c1ccccc1Cl)C(=O)N1CCCCCCC1 (configuration not stated),-1.3%,6%,-1%,0.1,?,-22%,0%,4%,-4%
Cc1ccc(C2(C)NC(=O)N(CC(=O)Nc3ccc4c(c3)CCC4)C2=O)cc1 (configuration not stated),2.2%,-19%,-13%,2.1,i,-17%,8%,-8%,-1%
CCOC(=O)N1CCN(C(=O)Cn2ncn3nc(-c4cccs4)cc3c2=O)CC1,-0.4%,-23%,-8%,-0.3,i,7%,-9%,4%,-1%
COc1ccc(CCN(C)C(=O)C2CCN(Cc3ccc(C)cc3)CC2)cc1OC,0.0%,6%,1%,1.2,i,6%,-3%,0%,-13%
CC1(C)CC(NC(=O)c2cccc(S(=O)(=O)N(Cc3ccccc3)c3ccccc3)c2)CC(C)(C)N1,3.6%,?,-4%,-1.3,?,11%,2%,14µM*,?
C#CCOCCOCCOCCNc1nc(N2CCN(C(=O)[C@H]([C@@H](C)O)n3cc(CCCCN)nn3)CC2)nc(N2CCN(C(=O)[C@H]([C@@H](C)CC)n3cc(CCCCN)nn3)CC2)n1,0.1%,6%,-1%,-0.5,i,12%,1%,11%,4%

# Carrying on:
SMILES,Nrf2 activator,TGFb inhibitor,A549 tox,IL-2 act,ATXN viability,Nrf2 inh,EPAC2 ag,HepG2 viability,ATXN2 expr inh
CC(=O)N1CCN(CC(=O)Nc2c(Cl)cccc2Cl)CC1,-0.5%,0%,?,-1.3,i,5%,-13%,5%,3%
Cc1nn2c(=O)cc(COc3ccc(/C=C(\C#N)C(=O)Nc4ccc(F)cc4)cc3)nc2s1,-1.1%,-15%,-1%,.,i,16%,.,-1%,9%
COc1ccccc1CNC(=O)C1CC2Cn3c(nc4ccccc43)C2N1C (configuration not stated),0.4%,?,-3%,0.6,i,4%,8%,-3%,-2%
OC(COc1cccc2ccccc12)CN1CCN(c2ccccc2)CC1 (configuration not stated),0.3%,-15%,-1%,-0.6,i,?,25%,-31%,.
CCOc1ccc(NC(=O)c2cc3cc4ccc(C)cc4nc3o2)cc1,0.1%,0%,2%,.,i,?,.,5%,11%
CC(=O)c1c(C)oc2ccc(NS(=O)(=O)c3ccc(C)cc3)cc12,-0.1%,-1%,-16%,0.2,?,-16%,6%,-41%,-4%
COc1ccc2c(=O)c3c(=O)n(CCc4ccccc4)c(C(C)C)nc3oc2c1,2.6%,21%,1%,-3.4,?,15%,-1%,29%,5%
Cc1cc(=O)oc(C)c1C(=O)NCCCN1CCN(c2ccc(F)cc2)CC1,2.7%,-1%,2%,-0.1,i,.,4%,0%,-21%
CCCCNC(=O)c1oc2ccc(S(=O)(=O)N3CCCC3)cc2c1C,-0.3%,-6%,0%,0.0,i,-14%,-4%,-22%,-13%
O=C1C(Cl)=C(NCCN2CCOCC2)C(=O)c2ccccc21,-2.6%,?,0%,0.3,?,?,1%,18µM*,-36%
CC(=O)Nc1ccc(Sc2ccccc2C(=O)O)cc1,-0.2%,2%,10%,0.6,i,-1%,9%,1%,3%
CCCC(=O)Nc1c2c(nn1-c1ccc(OC)cc1)CS(=O)(=O)C2,-0.4%,3%,6%,-3.0,i,.,-2%,-10%,-5%
COc1ccccc1CNC(=O)C(=O)NCC(c1ccc2c(c1)OCO2)N1CCOCC1 (configuration not stated),0.3%,-21%,5%,.,i,.,.,-7%,5%
CC1(C(=O)NS(=O)(=O)c2cccs2)CCN1C(=O)c1ccccc1 (configuration not stated),-1.3%,21%,.,0.1,i,.,-8%,16%,16%
CCCc1nccn1S(=O)(=O)c1cc(Br)ccc1OC,2.6%,0%,-2%,.,i,.,.,-27%,-7%
Cc1ccc(S(=O)(=O)c2nc(-c3cccs3)oc2SCC(=O)Nc2cc(C)cc(C)c2)cc1,0.1%,?,-12%,.,.,-7%[9.27 µM],.,-65%,.
CCN(CC)C(=O)[C@H]1CC(CC(=O)NC(C)(C)C)C(=O)N2CCc3c([nH]c4ccc(OC)cc34)[C@]12C (some centres not stated),2.6%,-7%,7%,-0.5,i,9%,7%,-5%,8%
COc1cccc(C(=O)C2CCCN(Cc3cccc(OCCO)c3)C2)c1 (configuration not stated),2.0%,3%,3%,-1.6,i,7%,10%,-11%,-11%
